AI-2 QS mod: modulates the Vibrio harveyi AI-2 quorum sensing system; Vibrio harveyi JMH597 AI-2 luminescence/OD600 ratio, 9 h; hits give low values; strain lacks LuxN and CqsS sensors; 0 = neutral-control median; 300,000 compounds, 0.4% hits; activity change, % at 7.5 µM; in the data active = activity change below about -75%, passing the limit was not always enough;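 also: luminescence divided by OD600 gain over 9 h not by final OD600 alone; inactives centre near 13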
Platelet DG rel: modulates dense granule release in human platelets; human platelet-rich plasma, SFLLRN dense granule ATP release, luminescence; inhibition, %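 (compounds screened at 7.5 µM in platelet-rich plasma)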; 300,000 compounds, 0.22% hits; AID 1663;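 active = mean replicate score, as percent of positive control, at or above 50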
HSF1 activator: increases HSF-1 driven luciferase reporter signal. NIH3T3-HGL HSF-1 luciferase reporter, MG132, 8 h; 100% = twice DMSO control signal. activation, % at 9 µM. 300,000 compounds, 1.7% hits. AID 504408;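 active = mean replicate activation of at least 50% with a set share of replicates each reaching 50%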;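 also: 0% = median of the neutral control wells and 100% = twice that signal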
KLF5 inhibitor: suppresses KLF5 promoter-driven expression | DLD-1 KLF5 promoter-luciferase reporter, luminescence | inhibition, % at 5 µM | 290,000 compounds, 0.23% hits;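 active = inhibition above a per-plate limit of that plate's mean compound inhibition plus 3 SD, cut at about 60% in these data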;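 also: 0% = DMSO wells and 100% = LY294002 at 200 µM; higher means less KLF5 promoter-driven luciferase light; inactives centre near -14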
HSP90 inh: HSP90 refolding inhibition in rabbit reticulocyte lysate | luciferase refolding luminescence, 3 h | inhibition, % at 5.6 µM | 290,000 compounds, 0.91% hits;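 active = inhibition above the screen-wide mean plus 3 SD, computed separately per campaign, cut at about 16% in these data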;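 also: 0% = DMSO wells and 100% = 60 µM geldanamycin wells; inhibitors lower the luminescence because luciferase stays unfolded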
HIF activator: HIF pathway transcriptional activation | U2OS HRE-luciferase reporter, luminescence; normalized: DMSO 0%, desferrioxamine 100% | activation, % at 7.5 µM (by protocol) | 300,000 compounds, 0.32% hits | AID 1910;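 active = mean activation of at least 10% of the iron chelator positive control signal, with at least half of replicates also reaching 10%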
aSyn 5UTR inh: 5' untranslated region of α-synuclein, MLPCN primary screen | alpha-synuclein 5'UTR reporter, inhibitor activity | 300,000 compounds, 0.82% hits | inhibition, % (tested at 7.5 µM); in the data active = inhibition above about 60%;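 also: H4 neuroglioblastoma cells stably carrying SNCA 5'UTR luciferase fusion; 0% = DMSO wells and 100% = positive control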
HDAC3 inh: blocks human histone deacetylase 3. O15379. recombinant HDAC3, fluorogenic peptide/trypsin coupled, fluorescence. inhibition, % at 8.3 µM. 320,000 compounds, 0.15% hits. AID 2718; in the data active = inhibition above about 26%, passing the limit was not always enough
Target sequence (O15379 whole entry, looked up): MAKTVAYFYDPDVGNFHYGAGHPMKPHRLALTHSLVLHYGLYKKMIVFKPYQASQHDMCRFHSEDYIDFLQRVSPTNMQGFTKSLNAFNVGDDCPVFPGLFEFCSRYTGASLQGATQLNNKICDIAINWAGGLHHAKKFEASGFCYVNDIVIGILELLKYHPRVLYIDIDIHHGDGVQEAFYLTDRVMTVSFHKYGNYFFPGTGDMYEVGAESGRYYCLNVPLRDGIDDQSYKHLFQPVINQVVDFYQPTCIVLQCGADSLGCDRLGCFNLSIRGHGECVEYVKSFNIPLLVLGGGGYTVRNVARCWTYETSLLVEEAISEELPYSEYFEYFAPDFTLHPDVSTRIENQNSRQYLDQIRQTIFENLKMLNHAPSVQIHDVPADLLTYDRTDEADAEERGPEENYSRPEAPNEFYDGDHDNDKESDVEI
IEC-6 tox: counter-screen for KLF5 inhibitors: cytotoxicity in IEC-6 cells; AID 1825; IEC-6 cytotoxicity, luminescence viability; inhibition, % at 5 µM; 290,000 compounds, 0.78% hits; in the data active = inhibition above about 22%;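 also: 0% = plate median of test compound wells and 100% = cytotoxic reference compound wells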
HSF1 inh: HSF1 inhibition | 300,000 compounds, 0.77% hits | NIH3T3-HGL HSE-luciferase, MG132-induced, luminescence 8 h; hits give low values | AID 2098 | activity change, negative = inhibition, % at 7.5 µM (by protocol);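 active = more than half of replicate wells show activity change below -50%, luminescence cut by over half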;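 also: luciferase reports HSF-1 transcriptional activity via heat shock element; 0% = median of DMSO wells and -100% = zero luminescence signal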
* = called active by the depositor; x = no result given.

SMILES	AI-2 QS mod	Platelet DG rel	HSF1 activator	KLF5 inhibitor	HSP90 inh	HIF activator	aSyn 5UTR inh	HDAC3 inh	IEC-6 tox	HSF1 inh
Cc1ccc(-n2ncc3c(NCCCN4CCOCC4)ncnc32)c(C)c1	27	15	3	-1	1	-0.2	8	-11	-3	-3
CCOc1ccccc1NC(=O)N1CCC(NC(=O)c2ccccc2C)CC1	37	0	-4	-33	-1	0.5	11	-5	1	-2
CCOC(=O)Cc1csc(SCC(=O)Nc2cccc(C#N)c2)n1	29	-6	-3	-18	1	0.2	1	2	-1	0
CCOc1ccc2[nH]c3c(c2c1)CNCC3	x	-1	13	-17	1	-1.6	6	0	-4	-1
CCOC(=O)c1cc(C#N)c(SC)nc1C	7	x	x	-15	6	x	x	2	-1	x
COC(=O)c1nc2n(n1)C(c1ccccc1OC)C1=C(CCCC1=O)N2 (centres undefined)	11	-2	-7	3	3	-0.1	22	5	-4	0
Cc1c(CCO)sc[n+]1CC(=O)OCCC12CC3CC(CC(C3)C1)C2	3	-7	36	-26	-1	0.1	8	0	-6	-2
O=C(COC(=O)c1cccc(S(=O)(=O)N2CCc3ccccc32)c1)NCc1ccco1	5	-4	16	-28	0	-0.7	2	-4	3	7
C(=N\Nc1nc(-c2ccccc2)cs1)/c1ccco1	7	-1	19	3	3	3.8	-351	8	-4	8
Cn1c(N)c(C(=O)COC(=O)CSc2ccc3ccccc3c2)c(=O)n(C)c1=O	36	-1	7	-2	-1	-0.1	-6	1	1	3
COc1ccc(S(=O)(=O)Nc2nc3ccccc3s2)cc1OC	11	-16	-7	-13	2	0.0	-53	-8	0	-5
CNc1ccc(/C=C(\C#N)C(=O)Nc2ccccn2)cc1[N+](=O)[O-]	10	-9	7	-1	2	0.0	-10	1	2	7
O=S(=O)([N-]c1nc2ccccc2nc1-[n+]1ccc(-c2ccncc2)cc1)c1ccccc1	36	6	30	14	2	1.1	-105	4	0	10
O=C1NC(=O)/C(=C/c2ccccn2)S1	25	4	21	-32	3	0.1	-2	-1	-2	8
CCOC(=O)C1=C(C)NC(SCC(=O)Nc2nc(C)cs2)=C(C#N)C1c1cccs1 (centres undefined)	24	-3	1	-44	2	-2.2	4	12	-5	5
COc1ccc(C(=O)NCCNc2ccc([N+](=O)[O-])cn2)cc1	-61	0	3	-28	0	-0.5	22	6	3	3
COC(=O)CC1COc2ccccc2N1C(=O)c1ccc(Cl)cc1 (centres undefined)	-1	0	15	12	-1	-0.2	-18	-16	-2	-2
CCCCNC(=S)NNC(=O)CCn1cc(C)cn1	-5	0	26	-3	-4	0.0	21	0	4	34
C/C(=N/NC(=O)c1ccncc1)c1ccccc1	30	-8	-10	-19	-3	0.0	-25	1	-5	-7
COC(=O)c1sc(NC(=O)/C=C/c2ccccc2Cl)nc1C	11	0	9	-5	5	1.0	-87	-6	-6	13
Cc1ccc(CN(Cc2cc3cccc(C)c3[nH]c2=O)C(=S)NCCCN(C)C)cc1	31	-33	10	-18	0	-0.1	-16	3	-1	-11
CCn1c(SCC(=O)Nc2ccc3c(c2)OCCO3)nnc1-c1cccnc1	-2	-12	30	17	0	0.7	-16	-11	10	1
Cc1noc(C)c1COc1ccc(C(=O)OCC(=O)N2c3ccccc3NC(=O)C2(C)C)cc1	7	0	12	-21	1	0.0	-3	-9	4	0
Clc1cccc2sc(N3CCCCC3)nc12	10	1	28	-7	-2	4.0	-109	8	-1	18
COc1ccccc1/C=C/C(=O)c1c2c(c(C)[nH]c1=O)CCCC2	9	19	-7	-26	-2	-0.2	-1	9	-2	-4
O=C(N/N=C/c1ccc(O)cc1)c1cc(C23CC4CC(CC(C4)C2)C3)[nH]n1	61	-33	-4	-8	13	-0.3	0	10	3	-4
CCOC(=O)c1c(NC(=O)c2ccco2)n(C2CCCCC2)c2nc3ccccc3nc12	22	1	78*	0	1	1.4	-37	-6	6	50
C=CCNC(=S)N(CC=C)C1CCS(=O)(=O)C1 (centres undefined)	31	-14	-19	3	-3	-0.6	-12	-2	5	-7
CSc1ccccc1C(=O)C1CCCN(S(=O)(=O)N(C)C)C1 (centres undefined)	18	-3	21	-7	3	0.2	3	2	7	0
O=C(Nc1cc(C(=O)N2CCCC2)ccc1N1CCCC1)c1ccccc1F	7	5	-6	-42	1	0.7	5	-2	3	9
CCOc1ccccc1NS(=O)(=O)c1ccc2oc(=O)ccc2c1	6	0	17	-32	-4	0.8	2	-2	7	-2
O=C(NCCCN1CCCC1=O)Nc1ccccc1Cl	18	-1	-12	-21	-3	-0.2	-3	6	2	-6
O=C(c1ccc2c(c1)N(Cc1ccc(F)cc1)C(=O)CS2)N1CCOCC1	24	-2	11	-9	1	-0.2	-13	-2	-4	-2
Cc1ccc2c(c1)nnn2C1CCN(C(=O)C2CCCCC2)CC1	13	-1	-2	-13	-4	-0.4	-13	-8	-6	-4
CCC(C)C(=O)Nc1ccc(S(=O)(=O)N2CCCC2)cc1 (centres undefined)	15	-2	-18	-9	-1	-0.9	-4	5	-4	-5
C/C(=N\NC(=O)c1nn(C)cc1Br)c1ccncc1	0	7	4	-28	-4	1.8	-20	1	7	2
Cc1ccc(/C=N/NC(=O)CSc2ccccn2)o1	7	-6	18	16	5	-0.3	-10	3	0	2
COC(=O)c1c(NC(=O)c2cccnc2Cl)sc(C(=O)N(C)C)c1C	29	0	14	-20	0	-0.2	-24	0	6	-9
Cc1nc2ccc(S(=O)(=O)NCC(=O)N(C)Cc3ccccc3)cc2s1	10	-2	-19	4	-1	-0.8	38	-1	1	-4
O=C(Cc1nnc(NC(=O)c2cccc([N+](=O)[O-])c2)s1)NCc1ccccc1	18	-3	8	-12	3	0.1	1	1	-1	3
CN(C)C=Nc1ncc2c([nH]c3ccccc32)c1C#N	5	-2	-34	-20	-2	0.4	-113	-3	-11	-32
O=C(NCc1ccc(Cl)cc1)C1CCN(S(=O)(=O)c2cccs2)CC1	9	0	18	4	2	-0.1	17	0	3	2
COc1ccccc1C(=O)n1nc(-c2cccnc2)nc1N	15	-16	4	9	-4	-0.3	10	x	-1	0
COc1ccc(C(CNCC(O)COc2c(C)ccc(C)c2C)N(C)C)cc1 (centres undefined)	5	3	-2	-3	8	-0.1	4	2	6	-7
O=C1C2C(C(=O)N1CCc1ccccc1)C1C=CC2C12CC2 (centres undefined)	2	9	5	-35	4	0.6	-14	-6	0	3
CN(CCC#N)CC(=O)Nc1ccc(S(N)(=O)=O)cc1	25	0	-9	-2	-3	-0.1	-15	0	-1	-4
COc1ccc(NC(=O)C(c2ccc(C)cc2)N(C)C(=O)CC2NC(=O)NC2=O)cc1 (centres undefined)	8	10	17	-8	0	0.0	25	-10	-7	-1
CN(C)CCNC(=O)c1ccccc1-c1ccccc1	9	-1	-21	-57	12	-0.3	6	-2	5	2
Cc1nc2ccccc2c(=O)n1NC(=O)c1cccnc1Cl	0	3	-9	-29	-2	-0.9	-20	1	3	-1
CCn1nnnc1SCC(=O)Nc1nc2ccccc2s1	-1	3	21	-102	0	0.9	-86	4	-3	10
c1cncc(-c2noc(-c3ccc4ccccc4c3)n2)c1	-15	-2	25	-80	3	1.2	-25	9	-1	-3
COC(=O)c1ccc(-c2noc(CN(C)CCC3CCCCO3)n2)cc1 (centres undefined)	19	1	2	3	-1	-0.5	-5	2	-8	-4
Cc1ccc(S(=O)(=O)N(Cc2cc3ccccc3[nH]c2=O)CC2CCCO2)cc1 (centres undefined)	9	-5	23	-11	1	0.0	-2	-4	-6	6
NS(=O)(=O)c1ccc(NC2=CC(c3ccc(F)cc3)N(c3ccc(S(N)(=O)=O)cc3)C2=O)cc1 (centres undefined)	38	-2	-3	1	1	0.0	15	0	-2	2
O=C(Nc1cccnc1)c1ccc(Cl)c([N+](=O)[O-])c1	36	0	-9	-27	6	0.0	-9	-2	-2	-5
COc1ccccc1NC(=O)C(=O)NNC(=O)COc1ccc2ccccc2c1	32	13	-8	-3	-3	0.0	20	2	-2	0
Oc1cccc(Nc2nc(-c3ccccc3)nc3ccccc23)c1	13	1	-1	-19	-1	1.2	-14	2	0	-4
Cc1ccc(C2CC(c3ccco3)n3nc(N)nc3N2)cc1 (centres undefined)	37	0	9	3	3	-0.3	1	-6	-2	3
Oc1ccc(/C=C/c2cnccn2)cc1	-5	24	23	-49	-2	2.5	-171	5	-2	1
CN(/C=C/c1c([N+](=O)[O-])c(=O)n(C)c(=O)n1C)c1ccccc1	39	-8	0	-13	0	-0.5	19	11	-2	-7
Other results
SMILES	AI-2 QS mod	Platelet DG rel	HSF1 activator	KLF5 inhibitor	HSP90 inh	HIF activator	aSyn 5UTR inh	HDAC3 inh	IEC-6 tox	HSF1 inh
Cc1cccc(N2CCN(C(=O)C3CCN(c4ncnc5c4nc4n5CCCCC4)CC3)CC2C)c1 (centres undefined)	x	2	-8	-18	-3	-0.1	32	3	-5	-7
O=C(NC1(C(F)(F)F)N=C2SCCN2C1=O)c1ccco1 (centres undefined)	14	x	4	7	2	-0.4	7	-6	-1	2
O=C(COC(=O)c1ccc(O)cc1)Nc1ccc(OC(F)F)cc1	24	-3	7	-18	-5	0.1	-56	5	3	0
Cn1cc([N+](=O)[O-])c(C(=O)Nc2ccn(C34CC5CC(CC(C5)C3)C4)n2)n1	21	-3	4	12	3	-1.1	46	-3	8	4
Cc1ccc(NS(=O)(=O)c2ccc(C(=O)N3CC(C)OC(C)C3)cc2)cc1 (centres undefined)	2	-5	-4	-36	2	-0.1	-2	1	3	3
COc1ccc(CC(NC(C)=O)C(=O)NC2CCN(C(=O)Nc3ccc(Cl)cc3)CC2)cc1OC (centres undefined)	11	4	-6	-7	0	37*	0	-9	6	-5
O=C(NCc1ccccn1)C(=O)C1C(=O)Nc2ccccc21 (centres undefined)	29	-2	-4	-4	-1	0.0	-8	11	3	-5
CCOC(=O)c1c(C)c(-c2ccccc2)n(CC(=O)N2CCCC2)c1C	7	56*	1	-20	-3	-0.1	8	2	-2	6
Cc1ccc2cccc(Oc3ncnc4scc(-c5ccc(Cl)cc5)c34)c2n1	50	-4	27	-8	4	-0.8	30	x	1	5
COc1cccc(CN2CCN(Cc3cc(OC)c(OC)cc3[N+](=O)[O-])CC2)c1	28	7	-2	-30	-3	-0.1	31	2	-1	-3
CC1CCCN(CCC(=O)Nc2ccc3c(c2)CCC3)C1 (centres undefined)	18	-3	-14	-25	-2	1.0	-15	-2	-7	-2
COc1ccc(NC(=O)C2CCOC2=O)cc1 (centres undefined)	18	1	2	x	x	-0.3	-17	-2	x	-10
COc1ccc(C(=O)/C=C/Sc2nc3ccccc3o2)cc1	8	15	93*	-15	-1	2.5	-169	5	-1	73

Pulled one by one from the entries so far, 4 records:
SMILES	AI-2 QS mod	Platelet DG rel	HSF1 activator	KLF5 inhibitor	HSP90 inh	HIF activator	aSyn 5UTR inh	HDAC3 inh	IEC-6 tox	HSF1 inh
Cn1cc([N+](=O)[O-])c(C(=O)Nc2ccn(C34CC5CC(CC(C5)C3)C4)n2)n1	21	-3	4	12	3	-1.1	46	-3	8	4
CCOC(=O)c1c(C)c(-c2ccccc2)n(CC(=O)N2CCCC2)c1C	7	56*	1	-20	-3	-0.1	8	2	-2	6
COc1ccc(C(=O)/C=C/Sc2nc3ccccc3o2)cc1	8	15	93*	-15	-1	2.5	-169	5	-1	73
O=C(COC(=O)c1ccc(O)cc1)Nc1ccc(OC(F)F)cc1	24	-3	7	-18	-5	0.1	-56	5	3	0

Source: PubChem BioAssay (several laboratories)
